Assay outcomes as filed in PubChem.
a7 integrin act: qHTS for Activators of Integrin-Mediated Alleviation for Muscular Dystrophy | actives 0.064% (n = 350,000) | alpha7betagal myoblasts, beta-gal FDG fluorescence, 48 h | Potency, µM (top dose mostly 38.3 µM), inactives show at the highest dose activation, usual class: activators;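 note: potency is the fitted concentration of half-maximal effect; 100% = response of the positive control SU9516; nearly all actives have a fitted effect of over 60% in size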
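alpha7betagal+/- myoblasts (passage 13, 250/well) treated 48 h at 37C with compounds at 1:260 dilution of DMSO stock. Lysed, then beta-galactosidase activity read as FDG fluorescence (ex 480/em 540) after 30 min, with pre-read for autofluorescence.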
PTAP TSG101 blk: qHTS Assay for Iinhibitors of HIV-1 Budding by Blocking the Interaction of PTAP/TSG101; Tumor susceptibility gene 101 protein (Homo sapiens), Q99816; Potency, µM (highest dose often 115 µM), without a hit: at the highest dose activity change, negative = inhibition, hits mostly inhibitors; 340,000 tested, under 10 active; AID 493005, 2010; Fluorescence polarization, FITC-PTAP peptide / Tsg101 binding; active = well fitted inhibition curve with a large enough effect in the main read-out, with a control signal flat, not every such curve was filed as active; inconclusive = small, poorly fitted or top-dose-only effect, or effect the other way, or a change in a side signal; inactive = no such curve, though single readings can be large or run the other way; note: potency is the fitted concentration of half-maximal effect; % of control where 0% means no effect
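Compounds were pin-transferred onto Tsg101 binding domain (10 uM final) in HEPES pH 7.5 buffer, then FITC-PTAP peptide was added at 50 nM final. After 20 min at RT, polarization reported peptide displacement across a qHTS concentration series.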
USP2a inh: qHTS Assay for Inhibitors of Ubiquitin-specific Protease USP2a Using CHOP2 as the Reporter; USP2 core, Ub-CHOP2 coupled fluorogenic reporter, 485/531; AID 463254, 2010; Ubiquitin carboxyl-terminal hydrolase 2 (Homo sapiens), O75604; actives 0.01% (n = 330,000); Potency, µM (doses to about 38.3 µM), for the others: top-dose activity change, negative = inhibition, most hits filed as inhibitors;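 note: potency is the fitted concentration of half-maximal effect; plate controls were DMSO wells for no effect and full inhibition by NEM control for full effect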
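Cell-free coupled assay: 10nM USP2 core preincubated 30min RT with compound in Tris-HCl pH 8.0/CaCl2/CHAPS buffer, then 25nM Ub-CHOP2 and 25nM reporter substrate; fluorescence (Ex 485/Em 531) read after 60min RT, normalized to NEM inhibition, concentration-response curves fitted.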
uPA surface inh: qHTS for Inhibitors of Cell Surface uPA Generation; AID 540303, 2011; actives 0.31% (n = 330,000); Potency, µM (highest dose often 38.3 µM), without a hit: at the top dose activity change, negative = inhibition, actives largely listed as inhibitors; cell surface uPA generation assay, qHTS; active = well fitted inhibition curve with a large enough effect; inconclusive = small, poorly fitted or top-dose-only effect; inactive = no such curve, though single readings can be large or run the other way; tested in mouse RAW 264.7 cells; note: potency is the fitted concentration of half-maximal effect; % is set by controls: 0 for no effect and ±100 for the full control effect; nearly all actives have a fitted effect of over 55% in size
B2AR arrestin: qHTS assay of beta-arrestin-biased ligands of beta2-adrenergic receptor. Beta-2 adrenergic receptor (Homo sapiens), P07550. beta-arrestin recruitment to beta2AR, cell-based reporter. Potency, µM (highest dose often 46.1 µM), for inactives: at the highest dose activation, usual class: activators. actives 0.02% (n = 330,000). AID 492947, 2010;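 note: potency is the fitted concentration of half-maximal effect; 0% = DMSO controls and full agonism = EC100 isoproterenol or metaproterenol; nearly all actives have a fitted effect of over 65% in size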
Target sequence (P07550 whole entry, looked up): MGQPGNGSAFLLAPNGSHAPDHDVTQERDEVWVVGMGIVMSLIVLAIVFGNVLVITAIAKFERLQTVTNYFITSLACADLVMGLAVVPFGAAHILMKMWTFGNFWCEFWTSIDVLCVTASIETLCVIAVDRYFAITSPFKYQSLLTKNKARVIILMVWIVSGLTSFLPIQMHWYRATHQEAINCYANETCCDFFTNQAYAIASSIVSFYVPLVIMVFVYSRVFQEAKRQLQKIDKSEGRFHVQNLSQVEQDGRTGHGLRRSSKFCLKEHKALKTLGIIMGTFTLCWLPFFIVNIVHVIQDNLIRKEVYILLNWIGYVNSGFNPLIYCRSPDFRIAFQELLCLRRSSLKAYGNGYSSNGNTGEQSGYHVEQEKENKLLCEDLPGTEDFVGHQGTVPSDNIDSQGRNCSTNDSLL
Eya2 phos inh: qHTS Assay for Inhibitors of the Phosphatase Activity of Eya2. AID 488837, 2010. actives 0.006% (n = 330,000). Potency, µM (series often up to 76.9 µM), without a hit: top-dose activity, negative = inhibition, most hits filed as inhibitors. recombinant Eya2, OMFP fluorescence dephosphorylation (OMFP is methylfluorescein phosphate). Protein phosphatase EYA2 (Homo sapiens), O00167; note: potency is the fitted concentration of half-maximal effect; % is set by controls: 0 for no effect and ±100 for the full control effect
Target sequence (O00167 whole entry, looked up): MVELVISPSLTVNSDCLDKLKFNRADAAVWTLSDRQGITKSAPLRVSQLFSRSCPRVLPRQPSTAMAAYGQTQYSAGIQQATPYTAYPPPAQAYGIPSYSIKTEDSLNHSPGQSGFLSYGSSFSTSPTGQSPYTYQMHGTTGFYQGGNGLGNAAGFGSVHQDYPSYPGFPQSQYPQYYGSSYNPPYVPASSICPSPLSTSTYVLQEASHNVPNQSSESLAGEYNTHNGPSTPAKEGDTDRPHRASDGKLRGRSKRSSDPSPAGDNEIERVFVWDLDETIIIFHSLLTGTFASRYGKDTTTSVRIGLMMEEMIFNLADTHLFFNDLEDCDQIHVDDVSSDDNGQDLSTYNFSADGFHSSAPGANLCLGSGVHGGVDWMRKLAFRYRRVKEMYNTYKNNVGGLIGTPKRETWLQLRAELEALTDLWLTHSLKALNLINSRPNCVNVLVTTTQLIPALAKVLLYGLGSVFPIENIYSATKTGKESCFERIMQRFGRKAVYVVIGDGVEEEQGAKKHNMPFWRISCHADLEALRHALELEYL
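Eya2 protein (added as 0.2 uM solution) was preincubated with compound for 10 min at ambient temperature in 50 mM HEPES pH 7.5, 50 mM NaCl, 5 uM MgCl2, 0.05% BSA, 1 mM DTT. OMFP (added at 50 uM) then reacted 10 min; fluorescence read at 485/525 nm.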
S-ASM inh: Inhibitors of Secretory Acid Sphingomyelinase (S-ASM): qHTS; Sphingomyelin phosphodiesterase (Homo sapiens), P17405; placental ASM, HMU-PC fluorogenic substrate, 60 min; Potency, µM (doses to about 57.5 µM), for the others: top-dose activity change, negative = inhibition, most hits filed as inhibitors; actives 0.006% (n = 340,000); AID 504937, 2011; note: potency is the fitted concentration of half-maximal effect
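qHTS format. ASM enzyme prepared from human placenta hydrolyses the fluorogenic substrate HMU-PC0 (9 uM final) over 60 min at 37 °C after a 10 min compound preincubation.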
BRCA1 expr act: qHTS Assay to Identify Small Molecule Activators of BRCA1 Expression. MCF7-BRCA1-FFLuc reporter, luminescence, 48 h; response scale: scaled: vehicle 0%, 10 µM genistein 100%. actives 1.1% (n = 380,000). Potency, µM (top dose mostly 46.1 µM), for inactives: top-dose activation, actives largely listed as activators; note: potency is the fitted concentration of half-maximal effect; nearly all actives have a fitted effect of over 80% in size; some results filed as inactive show a strong effect at the top dose
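MCF7 cells carrying a BRCA1-firefly luciferase reporter (2000 cells/well, phenol-red free MEM) were attached for 2 h at 37 °C, then given compounds for 48 h. Luminescence was read 15 min after luciferase reagent; activity normalized to genistein (10 microM) and DMSO.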
ELG1 genotoxic: qHTS screen for small molecules that induce genotoxicity in human embryonic kidney (HEK293T) cells expressing luciferase-tagged ELG1; Potency, µM (highest dose often 46 µM), for inactives: top-dose activity change, positive = activation, usual class: activators; HEK293T ELG1-luciferase reporter, luminescence, 16 h; actives 1.3% (n = 330,000); AID 504466, 2011; note: potency is the fitted concentration of half-maximal effect; % of control where 0% means no effect; nearly all actives have a fitted effect of over 60% in size
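Luminescence read-out: rising ELG1-luciferase signal, reflecting elevated ELG1 protein under genetic stress, flags genotoxic compounds. Cells were treated for 16 hr at 37 °C before ONE-Glo detection.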
p53 reactivation: qHTS assay for re-activators of p53 using a Luc reporter; H1299 p53-A138V BP100-luciferase reporter, luminescence, 24 h; Potency, µM (top dose mostly 92.2 µM), for inactives: at the highest dose activity change, positive = activation, usual class: activators; actives 0.063% (n = 320,000); AID 504706, 2011; note: potency is the fitted concentration of half-maximal effect; % of control where 0% means no effect; nearly all actives have a fitted effect of over 45% in size
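p53-null H1299 cells stably carrying temperature-sensitive p53-A138V and a BP100-luciferase reporter were pinned with compounds (4-point, 1:5 series) and held 24 hrs at 37 deg C. Luminescence was read 10 min after detection reagent.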
TRPV1 ag: HTS Assay for Compounds that Act as Agonists of the Vanilloid Receptor 1 | actives 0.19% (n = 320,000) | Transient receptor potential cation channel subfamily V member 1 (Homo sapiens), Q8NER1 | AID 540275, 2011 | TRPV1-expressing cells, Fluo-8 calcium influx, agonist mode | activation, % at 8.33 µM; in the data active = activation above about 80%; inconclusive = between about 30% and that limit; note: 0% is about no effect
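Cells expressing TRPV1 were dye-loaded with Fluo-8 and read kinetically: 10 s baseline, 3 min after compound (agonist portion), then 2 min after EC20 capsaicin (allosteric enhancer portion). Calcium-bound dye fluorescence at 480/520 nm.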
Active calls of the source: *; [ ] = another dose, or the depositor's remark. Unless noted, calls come from the whole dose curve; as a rule, active = well fitted curve in the direction sought with a large enough effect; inconclusive = small, poorly fitted or top-dose-only effect, or another doubt; inactive = no such curve, though single readings can be large; an effect the other way counts as inactive or inconclusive.

`CC(C)CC(=O)NC1(C(F)(F)F)C(=O)N(Cc2ccccc2)C2=C1C(=O)CC(C)(C)C2` (configuration not stated) gave a7 integrin act 13%, PTAP TSG101 blk -1%, USP2a inh -1%, uPA surface inh 1%, B2AR arrestin -0.2%, Eya2 phos inh -1%, S-ASM inh 0%, BRCA1 expr act 0%, ELG1 genotoxic 3%, p53 reactivation -2% and TRPV1 ag 0.
`CCOc1ccc(NC(=O)C2CCCN(C)C2)cc1` (configuration not stated) gave a7 integrin act 25%, PTAP TSG101 blk -1%, USP2a inh -2%, uPA surface inh -5%, B2AR arrestin -0.2%, Eya2 phos inh -6%, S-ASM inh 0%, BRCA1 expr act 3%, ELG1 genotoxic 0%, p53 reactivation inconclusive and TRPV1 ag 1.
For O=C(NC(=S)Nc1cccc2cccnc12)c1cccs1 the results were a7 integrin act 10%, PTAP TSG101 blk -1%, USP2a inh -1%, uPA surface inh -22%, B2AR arrestin -0.2%, Eya2 phos inh 2%, S-ASM inh -5%, BRCA1 expr act -37%, ELG1 genotoxic 3%, p53 reactivation 3% and TRPV1 ag 1.
For C/C(=N\NC(=O)c1ccc(C)cc1C)c1ccc2c(c1)Nc1ccccc1S2 the results were a7 integrin act -31%, PTAP TSG101 blk 1%, USP2a inh -2%, uPA surface inh -9%, B2AR arrestin 0.2%, Eya2 phos inh -5%, BRCA1 expr act -62%, ELG1 genotoxic 0%, p53 reactivation inconclusive and TRPV1 ag -3.
Screening C/C=C/Cn1c(SCc2ccc(Cl)cc2)nc2c1c(=O)[nH]c(=O)n2C returned a7 integrin act 14%, PTAP TSG101 blk 1%, USP2a inh 4%, uPA surface inh -9%, B2AR arrestin 0.8%, Eya2 phos inh 2%, S-ASM inh -7%, BRCA1 expr act -60%, ELG1 genotoxic -5%, p53 reactivation 2% and TRPV1 ag -1.
For COc1ccc(NC(=O)c2ccc(CN(c3cc(Cl)ccc3C)S(=O)(=O)c3ccccc3)cc2)cc1OC the results were a7 integrin act 1%, PTAP TSG101 blk -1%, USP2a inh -1%, B2AR arrestin 0.0%, Eya2 phos inh 3%, S-ASM inh -8%, BRCA1 expr act -17%, ELG1 genotoxic -3%, p53 reactivation -6% and TRPV1 ag -7.
For COc1ccc(CN2CCNC(=O)C2CC(=O)NC2CCCC2)cc1OC (configuration not stated) the results were a7 integrin act -3%, PTAP TSG101 blk -2%, USP2a inh 1%, uPA surface inh -4%, B2AR arrestin -0.3%, Eya2 phos inh 8%, S-ASM inh 10%, BRCA1 expr act -1%, ELG1 genotoxic -2%, p53 reactivation 15% and TRPV1 ag -5.
Screening O=C(/C=C/c1ccccc1[N+](=O)[O-])c1ccc(F)cc1 returned a7 integrin act -16%, PTAP TSG101 blk -1%, USP2a inh -1%, uPA surface inh -7%, B2AR arrestin 0.4%, Eya2 phos inh -3%, S-ASM inh 3%, BRCA1 expr act -20%, ELG1 genotoxic inconclusive, p53 reactivation 4% and TRPV1 ag inconclusive.
For Cc1nn(-c2cc(N3CCNCC3)ccc2[N+](=O)[O-])c(=O)c2ccccc12 the results were a7 integrin act -1%, PTAP TSG101 blk -5%, USP2a inh 2%, uPA surface inh -2%, B2AR arrestin -1.2%, Eya2 phos inh 21%, S-ASM inh inconclusive, BRCA1 expr act -37%, ELG1 genotoxic 1%, p53 reactivation 7% and TRPV1 ag -2.
`Cc1nnc2n1CCCCC2` gave a7 integrin act 4%, PTAP TSG101 blk -1%, USP2a inh 0%, uPA surface inh 8%, B2AR arrestin -0.4%, Eya2 phos inh -21%, S-ASM inh 1%, BRCA1 expr act 20%, ELG1 genotoxic -3%, p53 reactivation 0% and TRPV1 ag 3.
For CCCCNC(=O)C1c2cc(OC)c(OC)cc2C(=O)N(C)C1c1ccc(OC)cc1 (configuration not stated) the results were a7 integrin act 18%, PTAP TSG101 blk -2%, USP2a inh 1%, uPA surface inh -2%, B2AR arrestin 0.4%, Eya2 phos inh -21%, S-ASM inh 7%, BRCA1 expr act 0%, ELG1 genotoxic 2%, p53 reactivation 0% and TRPV1 ag 3.
Cc1ccc(C2=NC3(CCCCC3)N=C2SCC(=O)Nc2ccc3c(c2)OCCO3)cc1 was read as a7 integrin act 3%, PTAP TSG101 blk -2%, USP2a inh -6%, uPA surface inh -19%, B2AR arrestin 2.9%, Eya2 phos inh -14%, S-ASM inh -12%, BRCA1 expr act -15%, ELG1 genotoxic -1%, p53 reactivation 2% and TRPV1 ag -6.
`O=C(N/N=C/C(Cl)=C/c1ccccc1)c1ccccn1` gave a7 integrin act -44%, PTAP TSG101 blk -2%, USP2a inh -3%, uPA surface inh -11%, B2AR arrestin 0.2%, Eya2 phos inh -15%, S-ASM inh -4%, BRCA1 expr act inconclusive, ELG1 genotoxic inconclusive, p53 reactivation -11% and TRPV1 ag inconclusive.
Screening Cc1ccccc1-n1c(SCC(=O)Nc2ccc3c(c2)OCO3)nnc1-c1ccccn1 returned a7 integrin act -17%, PTAP TSG101 blk -5%, USP2a inh 2%, uPA surface inh 0%, B2AR arrestin -0.3%, Eya2 phos inh -14%, S-ASM inh -2%, BRCA1 expr act 7%, ELG1 genotoxic -5%, p53 reactivation -12% and TRPV1 ag -3.
Screening CN(C)CCNC(=O)c1cc(Br)ccc1Cl returned a7 integrin act 4%, PTAP TSG101 blk 2%, USP2a inh 0%, B2AR arrestin 0.3%, Eya2 phos inh -11%, S-ASM inh -1%, BRCA1 expr act -5%, ELG1 genotoxic -1%, p53 reactivation 11% and TRPV1 ag 1.
Screening CC1Oc2ccccc2C=C1/C=C1/SC(N2CCOCC2)=NC1=O (configuration not stated) returned a7 integrin act 10%, PTAP TSG101 blk 1%, USP2a inh 0%, uPA surface inh -2%, B2AR arrestin -0.8%, Eya2 phos inh 9%, S-ASM inh 11%, BRCA1 expr act 68%, ELG1 genotoxic 12%, p53 reactivation 8% and TRPV1 ag 1.
Screening COc1ccc(NC(=O)c2ccc3nccnc3c2)cc1 returned a7 integrin act 5%, PTAP TSG101 blk -5%, USP2a inh 0%, uPA surface inh -2%, B2AR arrestin -0.4%, Eya2 phos inh 1%, S-ASM inh 0%, BRCA1 expr act 2.8µM*, ELG1 genotoxic inconclusive, p53 reactivation inconclusive and TRPV1 ag 4.
For COc1ccc(-n2cnc3sccc3c2=O)cc1 the results were a7 integrin act -23%, PTAP TSG101 blk -4%, USP2a inh 1%, uPA surface inh -3%, B2AR arrestin 5.5%, Eya2 phos inh -2%, S-ASM inh 14%, BRCA1 expr act 5%, ELG1 genotoxic 2%, p53 reactivation 2% and TRPV1 ag 1.
For O=C(O)c1ccccc1C(=O)N1CCN(c2cccc(Cl)c2)CC1 the results were a7 integrin act -12%, PTAP TSG101 blk -4%, USP2a inh 1%, uPA surface inh 0%, B2AR arrestin -0.6%, Eya2 phos inh 0%, S-ASM inh -2%, BRCA1 expr act 4%, ELG1 genotoxic 0%, p53 reactivation 4% and TRPV1 ag 3.
Nc1nc2n[nH]nc2c(=O)[nH]1 was read as a7 integrin act -50%[inhibitor], PTAP TSG101 blk -4%, uPA surface inh -108%, S-ASM inh -4% and BRCA1 expr act -57%[inhibitor].
Screening O=[N+]([O-])c1ccc(OCCOCCOc2ccc([N+](=O)[O-])cc2)cc1 returned a7 integrin act -8%, PTAP TSG101 blk -3%, USP2a inh 14%, uPA surface inh 9%, B2AR arrestin -0.3%, Eya2 phos inh -3%, S-ASM inh 5%, BRCA1 expr act -8%, ELG1 genotoxic 3%, p53 reactivation 1% and TRPV1 ag 1.
Screening CCOC(=O)c1cnc2nc(SCc3ccccc3Cl)[nH]n2c1=O returned a7 integrin act inconclusive, PTAP TSG101 blk -5%, uPA surface inh 16%, S-ASM inh 20% and BRCA1 expr act -5%.
